p53 PUMA act – mutant p53 pathway re-activators, primary screen, cell-based, SW480, luciferase, single point, HTS; hit rate 1.5% among 28,000; activation, % at 9.98 µM; AID 624151, 2012; SW480 PUMA-promoter luciferase, p53 mutant reactivation; in the data active = activation above about 52%
STK33 inh – STK33 kinase inhibitors, primary screen, biochemical, luminescence, ADP-Glo, MBP substrate; inhibition, % at 12.5 µM; hit rate 0.44% among 27,000; Serine/threonine-protein kinase 33 (Homo sapiens), Q9BYT3; in the data active = inhibition above about 20%
Target sequence (Q9BYT3 whole entry, looked up): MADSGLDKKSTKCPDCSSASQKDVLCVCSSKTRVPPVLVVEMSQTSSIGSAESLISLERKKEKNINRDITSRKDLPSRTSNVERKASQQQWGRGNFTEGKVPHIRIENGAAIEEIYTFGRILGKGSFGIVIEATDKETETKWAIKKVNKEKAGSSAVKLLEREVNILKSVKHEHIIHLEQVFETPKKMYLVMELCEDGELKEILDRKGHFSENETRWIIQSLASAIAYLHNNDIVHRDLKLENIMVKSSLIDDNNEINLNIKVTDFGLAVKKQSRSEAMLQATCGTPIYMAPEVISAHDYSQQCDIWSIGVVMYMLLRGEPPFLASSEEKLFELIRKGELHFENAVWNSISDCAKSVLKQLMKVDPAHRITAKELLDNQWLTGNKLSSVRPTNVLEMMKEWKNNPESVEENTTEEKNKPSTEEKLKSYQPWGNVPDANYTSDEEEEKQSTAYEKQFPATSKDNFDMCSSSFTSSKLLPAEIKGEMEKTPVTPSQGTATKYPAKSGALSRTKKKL
Numbers without * were called inactive; . = not tested or not shown.

SMILES	p53 PUMA act	STK33 inh
Cc1ccc(S(=O)(=O)Nc2ccc3c(c2)C(=O)N([C@H](C)CO)C[C@H](C)[C@@H](CN(C)S(=O)(=O)c2cn(C)cn2)O3)cc1	.	1
C[C@H]1CN([C@@H](C)CO)C(=O)c2cc(C3=CCCC3)cnc2O[C@@H]1CN(C)S(C)(=O)=O	10	.
COc1ccc(CN(C)C[C@H]2Oc3ccc(NC(=O)Nc4ccccc4)cc3CC(=O)N([C@@H](C)CO)C[C@H]2C)cc1	.	0
CCOc1ccccc1NC(=O)c1ccsc1NC(=O)c1cc2ccccc2oc1=O	1	-2
C[C@@H]1CN([C@H](C)CO)C(=O)Cc2cc(N(C)C)ccc2O[C@@H]1CN(C)Cc1ccc(-c2ccccc2)cc1	.	0
COc1ccc(-c2nnc3c4ccccc4c(C)nn23)cc1S(=O)(=O)N1CCN(C)CC1	-4	9
C[C@@H]1CN([C@@H](C)CO)C(=O)c2cccc(NS(=O)(=O)c3cn(C)cn3)c2O[C@H]1CN(C)Cc1ccccc1	8	.
C[C@@H]1CN([C@H](C)CO)C(=O)Cc2cc(NC(=O)Cc3ccccc3)ccc2O[C@@H]1CN(C)C(=O)Nc1ccccc1	-1	0
CCCc1c(-c2ccc(O)cc2)nn(-c2ccc(O)cc2)c1-c1ccc(O)cc1	0	.
Cc1ccc([N+](=O)[O-])cc1NS(=O)(=O)c1cccc(C(=O)Nc2ccccc2)c1	15	-4
CCOC(=O)N(C)C[C@@H]1OCc2cnnn2CCCC(=O)N([C@@H](C)CO)C[C@H]1C	.	-1
C[C@H]1CCCCO[C@@H](CN(C)Cc2ccccc2)[C@@H](C)CN([C@@H](C)CO)C(=O)c2cc(NS(=O)(=O)c3cccs3)ccc2O1	-5	.
COc1ccc(NC(=O)Nc2ccc3c(c2)C(=O)N([C@@H](C)CO)C[C@@H](C)[C@H](CN(C)S(=O)(=O)c2ccc(F)cc2)O3)cc1	.	3
O=C(O)Cc1cc(I)c(Oc2ccc(O)c(I)c2)c(I)c1	4	-5
C[C@@H]1CN([C@@H](C)CO)C(=O)Cc2cc(NC(=O)CCCN(C)C)ccc2O[C@H]1CN(C)S(=O)(=O)c1ccc(Cl)cc1	17	.
C[C@@H]1CN([C@@H](C)CO)S(=O)(=O)c2ccc(-c3ccncc3)cc2O[C@@H]1CN(C)Cc1ccccn1	-9	.
CC(C)(C)c1ccc(S(=O)(=O)NCC(=O)Nc2ccc(F)cc2)cc1	-11	0
C[C@H](CO)N1C[C@H](C)[C@H](CN(C)S(=O)(=O)c2ccc(Cl)cc2)Oc2c(NC(=O)NC3CCCCC3)cccc2C1=O	-23	.
C/C=C/c1ccc2c(c1)O[C@H](CN(C)C(=O)Nc1cccc(F)c1)[C@H](C)CN([C@H](C)CO)S2(=O)=O	-22	.
COc1ccc(/C=C/C(=O)O[C@H]2[C@@H]3C=CO[C@@H](O[C@@H]4O[C@H](CO)[C@@H](O)[C@H](O)[C@H]4O)[C@@H]3[C@@]3(CO)O[C@@H]23)cc1O	6	2
C[C@H](CO)N1C[C@H](C)[C@H](CN(C)C(=O)Nc2cccc3ccccc23)OCCCC[C@H](C)Oc2ccc(NC(=O)c3ccncc3)cc2C1=O	-22	.
C[C@H]1CN([C@@H](C)CO)C(=O)Cc2cc(NC(=O)c3ccncc3)ccc2O[C@H]1CN(C)C(=O)Nc1ccccc1	4	1
CC(C)=CCCC(C)(O)C(O)Cc1cc(C(=O)O)cc(CC=C(C)C)c1O (configuration not stated)	.	-5
CCCC(=O)Nc1ncnc2c1ncn2[C@@H]1O[C@@H]2OP(=O)(O)OC[C@H]2[C@H]1OC(=O)CCC	.	-1
O=C(CSc1nccc(=O)[nH]1)Nc1cccc(C(F)(F)F)c1	3	1
C[C@@H]1CN([C@@H](C)CO)C(=O)c2cc(NC(=O)Nc3ccc4c(c3)OCO4)ccc2O[C@H]1CN(C)Cc1ccc(C(F)(F)F)cc1	-25	.
CC1(C)COC(/C=C(\N)c2ccc(Br)cc2)=N1	-27	.
O=C(Nc1ccc(S(=O)(=O)Nc2nccs2)cc1)N1c2ccccc2Sc2ccccc21	-4	.
CC(C)C(=O)Nc1cccc(-c2nc3ccccc3c(=O)o2)c1	.	7
COCCNC(=O)C[C@@H]1C[C@H]2c3cc(NC(=O)Nc4ccccc4F)ccc3O[C@H]2[C@H](CO)O1	-4	.

Profiles, looked up by structure. Values in the order: p53 PUMA act	STK33 inh
Profile of C/C=C/c1ccc2c(c1)O[C@H](CN(C)C(=O)Nc1cccc(F)c1)[C@H](C)CN([C@H](C)CO)S2(=O)=O = -22	.
Profile of CCCc1c(-c2ccc(O)cc2)nn(-c2ccc(O)cc2)c1-c1ccc(O)cc1 = 0	.
Profile of CC(C)C(=O)Nc1cccc(-c2nc3ccccc3c(=O)o2)c1 = .	7
Profile of COCCNC(=O)C[C@@H]1C[C@H]2c3cc(NC(=O)Nc4ccccc4F)ccc3O[C@H]2[C@H](CO)O1 = -4	.

A section from further up, as a working copy:
SMILES	p53 PUMA act	STK33 inh
Cc1ccc(S(=O)(=O)Nc2ccc3c(c2)C(=O)N([C@H](C)CO)C[C@H](C)[C@@H](CN(C)S(=O)(=O)c2cn(C)cn2)O3)cc1	.	1
C[C@H]1CN([C@@H](C)CO)C(=O)c2cc(C3=CCCC3)cnc2O[C@@H]1CN(C)S(C)(=O)=O	10	.

The results go on:
SMILES	p53 PUMA act	STK33 inh
Cc1ccc(S(=O)(=O)Nc2ccc3c(c2)CC(=O)N([C@@H](C)CO)C[C@@H](C)[C@@H](CN(C)S(=O)(=O)c2cn(C)cn2)O3)cc1	.	-2
CC(C)NC(=O)N(C)C[C@H]1OCCCC[C@@H](C)Oc2ccc(NC(=O)Nc3ccc(C(F)(F)F)cc3)cc2C(=O)N([C@@H](C)CO)C[C@H]1C	-64	.
Cc1cccc(C(C)C)c1NC(=O)CN(C1CCCCC1)S(C)(=O)=O	-4	1
COc1ccc(CN(C)C[C@H]2Oc3ccc(NC(=O)Nc4ccc5c(c4)OCO5)cc3C(=O)N([C@H](C)CO)C[C@@H]2C)cc1	7	-4
COc1cccc(NC(=O)CC2C(=O)NC3CCCCC3N2C(=O)c2ccccc2)c1 (configuration not stated)	9	-2
Cc1ccc(OCC(=O)Nc2ccc3oc(-c4ccc(F)cc4Cl)nc3c2)cc1	-8	0
CCCCC[C@H](O)/C=C/[C@H]1[C@H](O)CC(=O)[C@@H]1C/C=C\CCCC(=O)O	12	.
C[C@H](CO)N1C[C@H](C)[C@H](CN(C)Cc2cccc(C(=O)O)c2)Oc2ncc(C#CCN(C)C)cc2C1=O	20	.
CC(=O)N(C)C[C@@H]1Oc2cc(C3=CCCCC3)ccc2S(=O)(=O)N([C@H](C)CO)C[C@@H]1C	-11	.
CCCCC[C@H](O)/C=C/[C@@H]1[C@H]2C/C(=C/CCCC(=O)O)C[C@H]2C[C@H]1O	4	-12
COc1ccc(OC)c(NC(=O)CSc2nnnn2-c2ccccc2)c1	-1	-4
C[C@@H]1CN([C@H](C)CO)C(=O)Cc2cc(N(C)C)ccc2O[C@@H]1CN(C)Cc1ccccc1	5	1
COC(=O)c1cccc(NC(=O)CN2C(=O)c3ccccc3S2(=O)=O)c1C	-2	-1
O=c1c2ccccc2oc2ccc(O)cc12	.	17
C[C@H](CO)N1C[C@H](C)[C@@H](CN(C)Cc2ccccc2)Oc2cc(C#CC3CC3)ccc2S1(=O)=O	-31	.
CCCn1c2ccccc2c2nnc(SCC(=O)O)nc21	-3	-1
C[C@H]1CN([C@@H](C)CO)C(=O)c2cc(NS(=O)(=O)c3ccccc3)ccc2O[C@H]1CN(C)Cc1ccc(C(F)(F)F)cc1	.	1
COc1c(C)c2c(c(O)c1C/C=C(/C)CCC(=O)O)C(=O)OC2	-58	.
C[C@@H]1CN([C@H](C)CO)C(=O)c2cc(NC(=O)CCCN(C)C)ccc2O[C@@H](C)CCCCO[C@H]1CN(C)S(=O)(=O)c1ccccc1	3	.
C[C@H](CO)N1C[C@H](C)[C@@H](CN(C)Cc2ccccn2)Oc2cc(C#CCN(C)C)ccc2S1(=O)=O	-6	.
CN(C)C(=O)CSc1nc2ccccc2c(=O)[nH]1	7	-4
Cc1ccc(S(=O)(=O)Nc2ccc3c(c2)C(=O)N([C@@H](C)CO)C[C@@H](C)[C@H](CN(C)S(=O)(=O)c2ccc(C)cc2)OCCCC[C@@H](C)O3)cc1	-12	.
CCCn1c(-c2cccs2)n[nH]c1=O	.	2
C[C@@H]1CCCCO[C@@H](CN(C)C(=O)Nc2ccc3c(c2)OCO3)[C@@H](C)CN([C@H](C)CO)C(=O)c2cc(NC(=O)Nc3ccccc3)ccc2O1	.	2
Cc1noc(C)c1NC(=O)N(C)C[C@H]1Oc2ccc(NC(=O)Nc3ccc(F)cc3)cc2CC(=O)N([C@H](C)CO)C[C@H]1C	-1	-1
CNC[C@H]1Oc2ccc(NC(=O)NC3CCCCC3)cc2C(=O)N([C@H](C)CO)C[C@@H]1C	-10	.
C[C@@H]1CN([C@@H](C)CO)C(=O)Cc2cc(NC(=O)Cc3cn(C)c4ccccc34)ccc2O[C@@H]1CN(C)Cc1ccc(C(F)(F)F)cc1	-4	-1
COc1ccc(NC(=O)N(C)C[C@@H]2Oc3ccc(NS(C)(=O)=O)cc3C(=O)N([C@@H](C)CO)C[C@@H]2C)cc1	.	5
COC(=O)c1cc(NC(=O)CSc2ccccn2)cc(C(=O)OC)c1	0	1
C[C@H](CO)N1C[C@H](C)[C@H](CN(C)S(=O)(=O)c2cccs2)Oc2c(NS(C)(=O)=O)cccc2C1=O	-1	.
CCCSc1nnc(-c2cc(Br)ccc2NC(C)=O)c(=O)[nH]1	-5	-4
O=C(O)CCCc1c[nH]c2ccccc12	-10	-1
COC(=O)[C@H]1[C@H]2C[C@H]3c4[nH]c5ccccc5c4CCN3C[C@H]2CC[C@@H]1O	10	-2
COc1ccccc1NC(=O)CSc1nc(-c2ccc(C)cc2)nc2c1COC(C)(C)C2	-12	-4
C[C@H](CO)N1C[C@H](C)[C@H](CN(C)Cc2ccc(C(F)(F)F)cc2)Oc2c(NC(=O)Nc3ccc(F)cc3)cccc2C1=O	-11	.
Cc1noc(C)c1NC(=O)N(C)C[C@H]1OCCCC[C@@H](C)Oc2ccc(NS(=O)(=O)c3c(C)noc3C)cc2C(=O)N([C@H](C)CO)C[C@@H]1C	.	4
CCn1c(SCC(=O)Nc2ccccc2-c2ccccc2)nnc1-c1cccs1	-6	-1
CC(C)c1ccc(NC(=O)CN(C)S(=O)(=O)c2ccccc2)cc1	26	-4
O=C(O)/C=C1\CCCc2ccccc2C1O (configuration not stated)	4	.
O=C(COc1ccc(C(=O)Nc2ccccc2Cl)cc1)Nc1cc(Cl)cc(Cl)c1	-3	4
C[C@H]1CN([C@@H](C)CO)C(=O)Cc2cc(NC(=O)CCC(F)(F)F)ccc2O[C@H]1CN(C)CC1CCCCC1	.	-4
COc1ccc(OC)c(S(=O)(=O)Nc2ccc(C(N)=O)cc2)c1	-3	-7
O=C1c2ccccc2-c2nn(C(=O)Cc3ccccc3)c3cccc1c23	27	.
COCC#Cc1cnc2c(c1)C(=O)N([C@@H](C)CO)C[C@@H](C)[C@H](CN(C)C(=O)CCN1CCCCC1)O2	10	.
C=CCN(C(=O)c1cc2cc3cc(OC)ccc3nc2s1)c1ccccc1	7	.
Cc1ccc(OCC(=O)Nc2nc(C)cc(C)n2)cc1	8	1
C[C@H]1CN([C@@H](C)CO)C(=O)Cc2cc(NC(=O)Cn3cnnn3)ccc2O[C@@H]1CN(C)Cc1ccc(C(=O)O)cc1	.	-1
C[C@@H]1CN([C@H](C)CO)S(=O)(=O)c2ccc(C3=CCCC3)cc2O[C@H]1CN(C)CC1CCOCC1	-21	.
COc1ccc(CN(C)C[C@H]2Oc3ccc(NC(=O)Nc4cccc5ccccc45)cc3C(=O)N([C@@H](C)CO)C[C@H]2C)cc1	-4	.
COc1cc(C(C)/C=C(/C)CC(=O)O)oc(=O)c1C (configuration not stated)	-3	-1
C[C@H](CO)N1C[C@H](C)[C@@H](CN(C)C(=O)CC2CC2)Oc2cc(C#CCC3CCCC3)ccc2S1(=O)=O	-19	.
Cc1ccc(S(=O)(=O)Nc2ccc3c(c2)C(=O)N([C@@H](C)CO)C[C@H](C)[C@@H](CN(C)Cc2ccc4c(c2)OCO4)O3)cc1	.	-1
C[C@H](CO)N1C[C@H](C)[C@H](CN(C)C(=O)Nc2ccc(C(C)(C)C)cc2)OCc2cn(nn2)CCCC1=O	.	-4
C[C@@H]1CCCCO[C@@H](CN(C)C)[C@H](C)CN([C@@H](C)CO)C(=O)c2cc(NC(=O)CCC(F)(F)F)ccc2O1	6	.
COc1cc(CCC(O)CC(O)CCc2ccc(O)c(OC)c2)ccc1O (configuration not stated)	0	-4
COc1ccc(S(=O)(=O)Nc2ccc3c(c2)C(=O)N([C@@H](C)CO)C[C@@H](C)[C@H](CN(C)Cc2ccc(C(=O)O)cc2)O3)cc1	7	0

Part of the list above, with two lines to a compound:
Every second line gives: p53 PUMA act | STK33 inh
C[C@H](CO)N1C[C@H](C)[C@H](CN(C)C(=O)Nc2ccc(C(C)(C)C)cc2)OCc2cn(nn2)CCCC1=O
    . | -4
C[C@@H]1CCCCO[C@@H](CN(C)C)[C@H](C)CN([C@@H](C)CO)C(=O)c2cc(NC(=O)CCC(F)(F)F)ccc2O1
    6 | .
COc1cc(CCC(O)CC(O)CCc2ccc(O)c(OC)c2)ccc1O (configuration not stated)
    0 | -4
COc1ccc(S(=O)(=O)Nc2ccc3c(c2)C(=O)N([C@@H](C)CO)C[C@@H](C)[C@H](CN(C)Cc2ccc(C(=O)O)cc2)O3)cc1
    7 | 0

These rows are one share of the data; count on the stated rates, not on these rows.
